Screening results from PubChem BioAssay.
OXTR potentiator: human OXTR potentiation; 320,000 tested, 0.061% active; activation, % at 3 µM; P30559; AID 2445; CHO-OTR cells, Fluo-8 calcium fluorescence, potentiator mode; 0% = oxytocin EC15, 100% = EC100;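 active = activation above that plate's cutoff, the mean activation of tested compounds plus 3 SD, cut at about 6.6% in these data, passing the limit was not always enough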;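 also: 100% uses oxytocin at 75 nM as the full agonist control; some results filed as inactive read as strong as hits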
Target sequence (P30559 whole entry, looked up): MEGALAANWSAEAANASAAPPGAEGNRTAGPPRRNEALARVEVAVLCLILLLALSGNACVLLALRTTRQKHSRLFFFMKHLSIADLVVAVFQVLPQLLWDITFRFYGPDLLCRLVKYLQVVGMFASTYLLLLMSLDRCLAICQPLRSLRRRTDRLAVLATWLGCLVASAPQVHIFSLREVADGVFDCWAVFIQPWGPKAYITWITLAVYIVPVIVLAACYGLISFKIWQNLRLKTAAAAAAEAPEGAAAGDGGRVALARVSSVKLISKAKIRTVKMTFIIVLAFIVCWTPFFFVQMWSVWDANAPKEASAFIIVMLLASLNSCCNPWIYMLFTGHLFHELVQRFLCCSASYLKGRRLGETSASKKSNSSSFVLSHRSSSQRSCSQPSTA
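System: human OTR in CHO cells / Also added: sub-maximal oxytocin, roughly EC15 / Control set: EC15 oxytocin low, 75 nM oxytocin high / Schedule: 6 min compound pre-incubation at room temperature, 100 s kinetic read / Compound: single-point 3.0 µM / Replication: singlicate / Technique: Fluo-8 calcium dye fluorescence / Read-out basis: % activation of max/min ratio relative to oxytocin controls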
CHRM1 agonist: agonists of human M1 muscarinic receptor. CHO-K1 hM1, Fluo-8 calcium fluorescence, agonist mode; 0% DMSO, 100% acetylcholine EC100. activation, % at 3 µM. 360,000 tested, 0.33% active;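 active = activation above the run's mean compound activation plus 3 SD, cut at about 16% in these data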;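 also: peak over basal fluorescence ratio within a 140 s kinetic read after compound addition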
CHO parental Ca: counter-screen: ATP calcium response change in parental CHO cells. parental CHO-K1, ATP-induced calcium, Fluo-8 fluorescence. inhibition, % at 5.6 µM. 330,000 tested, 0.63% active. AID 463079;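 active = inhibition above that plate's mean sample inhibition plus 3 SD, cut at about 26% in these data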;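 also: 0% = ATP-challenged DMSO wells and 100% = DMSO wells without ATP; some compounds past the cut are filed as inactive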
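Assay system: parental CHO cells; Read-out basis: percent inhibition of ATP-evoked calcium rise, normalized to controls; Benchmarks: ATP and no-ATP DMSO wells; Compound dosing: single nominal dose of 5.6 µM per compound; Signal: Fluo-8 calcium dye fluorescence; Also added: ATP as calcium-mobilizing challenge; Repeats: singlicate.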
CHO-K1 Ca antag: nonselective inhibitor or artifact in parental CHO-K1 cells; ATP-induced calcium, Fluo-8 fluorescence; inhibition, % at 3 µM; 360,000 tested, 0.6% active; AID 602250;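 active = inhibition above a per-plate cutoff, the plate's mean sample inhibition plus 3 SD, cut at about 24% in these data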;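 also: 0% = DMSO plus EC80 ATP and 100% = DMSO alone without ATP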
CHRM4 antagonist: blocks acetylcholine activation of human M4 receptor. P08173. CHO-hM4 cells, ACh EC80, Fluo-8 calcium fluorescence. inhibition, % at 3 µM. 360,000 tested, 0.73% active. AID 624125;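 active = inhibition above its plate's cutoff, the mean inhibition of sample wells plus 3 SD, cut at about 27% in these data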;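 also: 0% = acetylcholine EC80 with DMSO and 100% = DMSO without agonist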
Target sequence (P08173 whole entry, looked up): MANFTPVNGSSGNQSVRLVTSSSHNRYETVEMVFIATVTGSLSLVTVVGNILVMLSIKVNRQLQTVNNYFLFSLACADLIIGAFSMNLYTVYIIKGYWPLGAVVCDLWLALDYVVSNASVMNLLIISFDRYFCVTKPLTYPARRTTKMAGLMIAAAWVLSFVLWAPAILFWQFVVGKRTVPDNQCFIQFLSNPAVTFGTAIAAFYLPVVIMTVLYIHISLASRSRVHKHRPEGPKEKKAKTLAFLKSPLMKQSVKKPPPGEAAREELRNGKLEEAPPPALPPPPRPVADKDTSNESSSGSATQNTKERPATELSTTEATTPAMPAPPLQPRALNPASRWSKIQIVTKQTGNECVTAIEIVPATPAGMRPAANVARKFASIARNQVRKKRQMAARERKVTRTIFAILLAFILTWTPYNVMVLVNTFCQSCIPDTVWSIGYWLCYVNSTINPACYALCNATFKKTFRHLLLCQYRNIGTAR
M1 ag parental: counter-screen for M1 agonists: effect in parental CHO-K1 cells. AID 602248. activation, % at 3 µM. Fluo-8 calcium fluorescence; scaled to maximal ATP response, vehicle zero. 360,000 tested, 0.48% active; in the data active = activation above about 15%;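 also: untransfected CHO-K1 host cells lacking M1 receptor as counterscreen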
M4 ag: agonists of human muscarinic M4 receptor (CHRM4); activation, % at 3 µM; AID 624127; 360,000 tested, 0.14% active; P08173; CHO-K1 hM4/Gqi5, Fluo-8 calcium fluorescence; vehicle 0%, full acetylcholine response 100%;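 active = activation above the run mean over all test wells plus 3 SD, cut at about 32% in these data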;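 also: peak over basal fluorescence ratio per well then scaled between controls; 0% = DMSO wells and 100% = acetylcholine at EC100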
M1 PAM: positive allosteric modulators of human M1 muscarinic receptor | P11229 | CHO-K1 hM1, Fluo-8 calcium fluorescence, ACh EC20; 0% = ACh EC20, 100% = maximal ACh | activation, % at 3 µM | 360,000 tested, 0.088% active | AID 588819; in the data active = activation above about 19%, passing the limit was not always enough
M1 antag: human CHRM1 antagonism | CHO-K1 hM1, Fluo-8 calcium fluorescence, ACh EC80 antagonist | inhibition, % at 3 µM | 360,000 tested, 1.3% active;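 active = percent inhibition above its own plate's cutoff, namely the mean of that plate's compound wells plus 3 SD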;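 also: peak over basal fluorescence ratio during 140 s after agonist addition; 0% = ACh EC80 plus DMSO and 100% = DMSO alone without agonist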
* marks the source's active call; other numbers are inactive results; / = not tested or not shown.

| SMILES | OXTR potentiator | CHRM1 agonist | CHO parental Ca | CHO-K1 Ca antag | CHRM4 antagonist | M1 ag parental | M4 ag | M1 PAM | M1 antag |
| --- | --- | --- | --- | --- | --- | --- | --- | --- | --- |
| COc1ccc(CCNC(=O)CSc2cn(Cc3ccccc3)c3ccccc23)cc1OC | -7 | -5 | -4 | 2 | -3 | 2.3 | 11 | -4 | 0 |
| Cc1ccc(S(=O)(=O)N2CCC(C)CC2)c([N+](=O)[O-])c1 | -4 | -12 | -17 | 4 | 0 | -0.2 | 1 | 10 | -9 |
| COc1cccc(-c2nc(CS(=O)(=O)CC(=O)NCCc3ccc(OC)c(OC)c3)c(C)o2)c1 | -7 | -3 | -28 | -16 | -8 | 1.8 | 2 | 6 | -6 |
| CC(C)(C)C(=O)N1CCC2CC1c1cc(-c3ccc4c(c3)OCO4)ccc12 (stereo not drawn) | / | -10 | / | 9 | -12 | 2.1 | 1 | -17 | 25 |
| COc1ccc(/C=C2\SC(=S)N(CC(=O)NCCO)C2=O)cc1 | -3 | -8 | -17 | -3 | -9 | 0.0 | 1 | 10 | -4 |
| CCn1cc(/C=C/C(=O)Nc2c(C)nn(Cc3ccccc3C)c2C)cn1 | -4 | -1 | 4 | 0 | -12 | 0.4 | 1 | 8 | -11 |
| O=C(CC12CCC(CC1)C2)NCc1ccc2c(c1)OCO2 | -10 | -3 | 2 | -3 | 12 | 0.3 | 0 | 8 | 1 |
| O=C(Nc1ccc(C(F)(F)F)cc1)N1CCN(C(=O)c2ccco2)CC1 | -6 | -1 | -8 | 10 | 12 | 0.6 | 1 | 8 | -9 |
| COC(=O)c1cc(-c2ccccc2)sc1NC(=O)CN1C(=O)c2ccccc2C1=O | -11 | -3 | -21 | 2 | -1 | 0.5 | 1 | 3 | -3 |
| COCCCNC(=O)c1ccc(CS(=O)(=O)c2ccccc2OC)o1 | -13 | -6 | -1 | 2 | -3 | 0.0 | 1 | -3 | 11 |
| CCCCCC[N+](C)(C)CC/C=C1/c2ccccc2Sc2ccc(Cl)cc21 | -6 | -7 | -5 | 2 | 99* | -0.1 | -1 | -24 | 99* |
| Cc1cc(N2CCN(C)CC2)nc2ccc(NC(=S)N3CCOCC3)cc12 | 1 | -4 | -14 | -10 | 4 | -0.6 | 0 | 5 | -7 |
| Cc1ccc2nc(NC(=O)C3CC3C)sc2c1 (stereo not drawn) | -7 | -5 | -18 | -14 | -1 | -0.4 | 1 | 11 | -23 |
| CNC(=S)N(CCc1c(C)[nH]c2ccc(OC)cc12)Cc1cccnc1 | -7 | -2 | -18 | -13 | 3 | 0.4 | 1 | 5 | 5 |
| CC(=O)c1ccc(NC(=O)CN2C(=O)CCC2=O)cc1 | 1 | -2 | -13 | -10 | -4 | 0.2 | 0 | 2 | -6 |
| O=C(CSc1ncnc2c1cnn2-c1ccccc1)Nc1ccccc1 | -6 | -1 | 5 | -24 | 10 | 0.7 | 0 | -4 | 5 |
| CCN(CC)S(=O)(=O)c1cc([N+](=O)[O-])ccc1N1CCC(C(N)=O)CC1 | -8 | -8 | -3 | -14 | -4 | 0.2 | 1 | -1 | 6 |
| CCOc1ccc(CN(C)CCc2ccccn2)cc1 | -7 | -14 | -1 | -4 | 1 | -0.4 | 0 | -8 | 3 |
| COC(=O)n1c(SC)nc2ccccc21 | -9 | -5 | -7 | -1 | -14 | -0.1 | 1 | -2 | -6 |
| Clc1ccc(Cc2nnc(-c3cccs3)o2)cc1 | 1 | 1 | -13 | -14 | -8 | 0.1 | 1 | 18 | -16 |
| Cc1c(C(=O)N2CCCC2)oc2c1-c1nn(CC(=O)NCCCOC(C)C)cc1CC2 | -5 | 1 | -1 | -10 | 7 | -0.3 | 0 | 11 | -15 |
| Cc1ccc2c(Cl)cc(Cl)c(OCC(=O)Nc3cccc(S(=O)(=O)N(C)C)c3)c2n1 | -8 | -9 | -21 | -13 | -4 | 3.1 | 1 | 8 | -12 |
| Cn1c(/N=C/c2ccc3c(c2)OCO3)nc2ccccc21 | -5 | -8 | 3 | -15 | -7 | 1.1 | 1 | 5 | 1 |
| CC(C)N1CCCC(C)(C(=O)Nc2ccc3c(c2)OCO3)C1 (stereo not drawn) | / | -8 | / | 0 | 9 | 0.4 | 1 | 0 | 1 |
| O=C(NC1=NCCS1)c1cc2ccccc2o1 | -1 | -5 | 3 | -9 | -1 | 0.7 | 1 | 7 | -6 |
| COC(=O)c1sc(-c2ccc(Cl)cc2)cc1NC(=O)CSCC(=O)O | -6 | 0 | 5 | 4 | 0 | -1.0 | -1 | 11 | -9 |
| O=S(=O)(c1ccc(NC(=S)Nc2ccc(OC(F)F)cc2)cc1)N1CCOCC1 | -6 | 3 | -2 | 4 | 10 | 4.0 | 8 | -3 | 4 |
| COc1ccc(C)cc1N1CC(C(=O)Nc2ccccc2C(=O)NC2CC2)CC1=O (stereo not drawn) | -2 | -2 | -23 | -9 | -8 | 1.0 | 3 | -2 | -5 |
| CCSCc1nc2ccccn2c1Br | / | -9 | / | -3 | -2 | -0.1 | 1 | -7 | 8 |
| CCc1nc(SCC(=O)Nc2ccc(OC)cc2[N+](=O)[O-])n[nH]1 | -2 | -7 | -10 | 10 | 2 | 0.0 | 1 | -5 | 7 |
| O=C(O)CCCNS(=O)(=O)c1ccc(F)cc1 | 5 | -4 | -6 | 6 | 1 | 1.2 | 0 | 5 | -3 |
| O=c1c2oc3ccccc3c2ncn1Cc1ccccc1F | -4 | -3 | -10 | -12 | 1 | 0.9 | 2 | 9 | -14 |
| CN(C)CCN(C(=O)c1ccc2c(c1)OCCO2)c1nc2c(Cl)cccc2s1 | -8 | -4 | -6 | -10 | -21 | 1.2 | 4 | 5 | -3 |
| CC1(C)CCC(=O)N2CC[C@H]3C[C@H](OC(=O)Nc4ccc(Br)cc4)C[C@@H]1[C@H]32 | -11 | -2 | 13 | -3 | 9 | 0.9 | 5 | -9 | 15 |
| CCc1ccc(-c2nc(CSCC(=O)NC3CC3)c(C)o2)cc1 | 0 | -5 | -14 | -17 | -9 | 2.4 | 1 | 8 | -11 |
| Cc1ccc2[nH]c(=O)c(CN(Cc3cccs3)Cc3nnnn3CC3CCCO3)cc2c1 (stereo not drawn) | -5 | -1 | -31 | -17 | -7 | 1.4 | 3 | 10 | -37 |
| COc1cc(Cl)c(C)cc1NC(=O)COC(=O)CCc1nc2ccccc2c(=O)[nH]1 | -9 | -4 | -4 | 10 | 0 | -0.2 | 1 | -2 | -11 |
| CCOC(=O)/C(=C/c1ccc(N2CCC(c3ccccc3)=N2)cc1)C(C)=O | / | 0 | / | -5 | 0 | 1.1 | 2 | 7 | -2 |
| O=C(CCc1ccccc1)NNC(=O)COc1ccc(Cl)cc1 | / | 1 | / | -1 | -8 | 0.6 | 1 | 6 | -14 |
| Cc1ccccc1NC(=O)c1oc(=O)c2ccccc2c1-c1ccccc1 | 7 | -8 | -37 | -12 | 2 | 0.8 | 0 | 5 | 0 |
| COc1cc(NC(=S)N2CCN(CCO)CC2)cc(OC)c1 | -2 | -2 | 2 | -8 | -9 | 1.4 | 1 | 7 | -15 |
| Cc1ccc(NC(=O)COc2ccc(/C=N\NC(=O)c3cccnc3)cc2)cc1C | / | -2 | / | -3 | 0 | 4.5 | 10 | 2 | 1 |
| O=C(CCc1c[nH]c2ccccc12)N1CCCCCCC1 | -13 | -3 | -8 | -6 | 9 | 0.9 | 2 | 1 | -8 |
| O=C(NCc1ccc2c(c1)OCO2)c1cc2n(n1)C(C(F)(F)F)CC(c1ccc3c(c1)OCO3)N2 (stereo not drawn) | -7 | -5 | -10 | -7 | -1 | 2.0 | 3 | -4 | 5 |
| Cn1c(=O)c2sccc2n(Cc2cccc(Br)c2)c1=O | -10 | 6 | -4 | 8 | -6 | 6.0 | 7 | 12 | -2 |
| Cc1ccc(C(=O)COC(=O)c2ccc3c(c2)C(=O)N(c2cccc4ncccc24)C3=O)cc1C | -2 | 3 | -8 | -8 | 17 | 0.1 | 1 | 9 | -6 |
| CC(=O)Nc1ccc(NC(=O)C(C)OC(=O)CCSc2ccccc2Cl)cc1 (stereo not drawn) | -10 | -3 | -7 | 4 | -1 | -0.1 | 1 | 4 | 0 |
| COc1ccc2oc(C(=O)Nc3ccc(S(=O)(=O)N(C)C4CCN(C)CC4)cc3)c(C)c2c1 | -11 | -2 | 2 | 8 | 15 | 3.2 | 6 | 1 | 3 |
| COC(=O)CSc1nnc2n(-c3ccc(OC)cc3)c(=O)c3c4c(sc3n12)CCCCC4 | -9 | -4 | -26 | 24* | -8 | -0.7 | 1 | 1 | 5 |
| CCN(C[C@H]1N[C@@](C)(C(=O)OC)[C@H]2C(=O)N(C)C(=O)[C@@H]12)C(=O)COc1ccccc1 | -4 | -1 | -4 | -15 | 1 | -0.2 | 1 | 8 | -6 |
| Oc1cccc(NC(=S)Nc2ccccc2)c1 | 5 | -2 | -10 | -5 | 7 | 1.8 | 0 | 9 | -13 |
| CC(NC(=O)C1(S(=O)(=O)c2ccc(Cl)cc2)CC1)c1ccccc1 (stereo not drawn) | 2 | -8 | -9 | -12 | -3 | 0.3 | -1 | 2 | -12 |
| O=C(Nc1nnc([C@@H]2C[C@H](O)[C@@H](CO)O2)s1)Nc1ccccc1Oc1ccccc1 | / | -5 | / | -4 | -7 | 0.8 | 0 | 7 | -9 |
| COC(=O)COc1ccc(-c2ccc(F)cc2)cc1C=O | -11 | -4 | -10 | 15 | -1 | 3.5 | 8 | -6 | -1 |
| CC1CCN(S(=O)(=O)c2ccc(Cl)s2)CC1 | -5 | -6 | -4 | -5 | -4 | -0.2 | -1 | -5 | -6 |
| C[C@@H]1CN([C@H](C)CO)C(=O)CCCn2cc(nn2)CO[C@H]1CN(C)C(=O)Nc1cccc(C(F)(F)F)c1 | / | -9 | / | -5 | 7 | 0.8 | 2 | 3 | -18 |

Additional entries follow.
| SMILES | OXTR potentiator | CHRM1 agonist | CHO parental Ca | CHO-K1 Ca antag | CHRM4 antagonist | M1 ag parental | M4 ag | M1 PAM | M1 antag |
| --- | --- | --- | --- | --- | --- | --- | --- | --- | --- |
| COc1ccc(NC(=O)c2ccc(F)c(F)c2)c2ccccc12 | -15 | -5 | -9 | -12 | -13 | -0.5 | 0 | 12 | -11 |
| COc1ccc2[nH]c3c(c2c1)CCN1C(=O)N([C@@H](C)C(=O)NCc2c(F)cccc2Cl)C(=O)[C@]31C | -5 | -6 | -11 | -7 | -1 | 2.4 | 3 | -4 | 2 |
| CS(=O)(=O)N(CC(=O)NCCSc1ccc(Cl)cc1)c1ccc2c(c1)OCO2 | -19 | 5 | -9 | 0 | 4 | 4.8 | 5 | -4 | -11 |
| CN1C(C(=O)NCc2cccc(Br)c2)CC2Cn3c(nc4ccccc43)C21 (stereo not drawn) | -2 | -9 | -24 | -12 | -8 | 0.7 | 4 | 9 | -8 |
